EPAC1 agonist – activates human EPAC1 exchange factor | O95398 | EPAC1 agonist qHTS, biochemical assay; response scale: 100% = response to 6.5 mM cAMP | Potency, µM (top dose mostly 154 µM), without a hit: at the top dose activation, usual class: activators | 360,000 tested, 0.073% active; also: potency is read from the fitted curve at half-maximal effect; nearly all actives have a fitted effect of over 60% in size
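Read-out is the fluorescence drop as BODIPY-GDP leaves Rap1B (480 nm excitation, 540 nm emission), recorded every 5 minutes over 30 minutes. Reactions held 100 nM EPAC1, 250 nM Rap1B–BODIPY-GDP and 50 uM GDP, with 6.5 mM cAMP setting full activation.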
EPAC2 agonist – activates human EPAC2 exchange factor | Potency, µM (highest dose often 154 µM), for the others: top-dose activation, actives largely listed as activators | Q8WZA2 | 360,000 tested, 0.079% active | AID 720711 | EPAC2 activation, biochemical qHTS; response scale: 100% = 6.5 mM cAMP response; also: potency is read from the fitted curve at half-maximal effect; nearly all actives have a fitted effect of over 50% in size
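Guanine nucleotide exchange by EPAC2 is measured as reduced fluorescence of BODIPY-GDP once it is released from 250 nM Rap1B. Plates are read kinetically for 30 min at room temperature; results are scaled to 6.5 mM cAMP.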
EPAC1 antag – blocks human EPAC1 exchange factor; 360,000 tested, 0.14% active; O95398; AID 720709; EPAC1 GEF assay, Rap1b-BODIPY-GDP exchange fluorescence; Potency, µM (titrated, usually from 115 µM), for inactives: at the top dose activity change, negative = inhibition, usual class: inhibitors;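 also: potency is read from the fitted curve at half-maximal effect; plate controls were vehicle for no effect and positive control for full effect; nearly all actives have a fitted effect of over 50% in size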
PI5P4Ka inh – blocks human PI5P4K alpha kinase activity; AID 652105; max response, %; 330,000 tested, 1.2% active; PI5P4Kalpha enzyme, ADP-Glo luminescence, 60 min; hits give low values; P48426; active = max response of -50% or lower; inconclusive = between -30% and -50%; inactive = -30% or higher; also: value at the top dose of about 77 µM; % is scaled to controls: 0 for no effect and ±100 for the full control effect
Target sequence (P48426 whole entry, looked up): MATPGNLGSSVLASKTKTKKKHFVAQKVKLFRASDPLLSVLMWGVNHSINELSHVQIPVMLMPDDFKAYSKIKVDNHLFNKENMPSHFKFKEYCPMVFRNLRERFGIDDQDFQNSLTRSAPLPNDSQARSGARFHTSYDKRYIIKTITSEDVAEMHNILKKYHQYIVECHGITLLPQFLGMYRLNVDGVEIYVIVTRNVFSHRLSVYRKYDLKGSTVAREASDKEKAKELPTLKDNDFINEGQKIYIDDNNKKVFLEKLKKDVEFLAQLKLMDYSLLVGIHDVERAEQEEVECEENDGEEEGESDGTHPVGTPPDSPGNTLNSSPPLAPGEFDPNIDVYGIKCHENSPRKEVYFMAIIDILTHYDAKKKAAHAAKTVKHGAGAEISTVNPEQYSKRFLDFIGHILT
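ADP-Glo luminescence end-point read after a 60 min room-temperature kinase reaction of PI5P4Kalpha plus substrate, initiated with ATP at 5 microM final. Buffer: 0.038 M HEPES pH 7.4, EGTA, 0.1% CHAPS, 5% DMSO.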
IL2 activator – activates IL-2 in a cell-based reporter assay | IL-2 activation reporter assay, cell-based qHTS; stimulated with anti-CD3/CD4/CD28 beads; in transgenic mouse T cells | activation, % (series mostly up to about 46 µM) | 360,000 tested, 0.065% active | AID 652025; in the data active = activation above about 50%; inconclusive = mostly about 30% to 49%; also: 0% is about no effect
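Readout is EGFP and DsRed signal by fluorescent plate cytometry after 18 h at 37 degrees C. Transgenic mouse T cells (750/well) received compound for 60 min before bead stimulation (anti-CD3, anti-CD4, anti-CD28); memory T cells served as non-tolerant control.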
WRN helicase inh – WRN helicase (human) inhibition | Q14191 | WRN helicase unwinding, fluorescent forked duplex, kinetic | Potency, µM (series often up to 114 µM), without a hit: at the top dose activity change, negative = inhibition, actives largely listed as inhibitors | 360,000 tested, 0.46% active | AID 651768; also: potency is read from the fitted curve at half-maximal effect; % is scaled to controls: 0 for no effect and ±100 for the full control effect; nearly all actives have a fitted effect of over 55% in size
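WRN at 20 nM final preincubated with compound 15 min at room temperature; reaction started with 100 nM fluorophore/quencher forked duplex oligonucleotide and 2 mM ATP final. Unwinding followed kinetically by red fluorescence (ex 525, em 598 nm).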
CCT modulator – changes cytosolic chaperonin activity. purified chaperonin ATPase assay, HTRF ADP detection, 30 min. activity change, % (concentration not given with the values), hits read low. 360,000 tested, 0.3% active. AID 651819; in the data active = activity change below about -30%; also: % is scaled to controls: 0 for no effect and ±100 for the full control effect
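First, chaperonin was dispensed at 40 nM or 20 nM final depending on batch activity. Next, compounds were pinned at 76 uM and ATP added at 10 uM. After 30 min at 37 °C, ADP detection reagents ran 30 min at ambient temperature.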
PLK1 PBD inh – blocks phosphopeptide binding to human PLK1 polo-box domain; Potency, µM, for the others: max response, negative = inhibition, usual class: inhibitors; AID 720504; 360,000 tested, 2.8% active; Plk1 PBD binding of FITC phosphopeptide, fluorescence polarization; also: potency is read from the fitted curve at half-maximal effect; series mostly up to about 57 µM; % is scaled to controls: 0 for no effect and ±100 for the full control effect; nearly all actives have a fitted effect of over 65% in size
Target sequence (P53350 whole entry, looked up, the tested form may be a part): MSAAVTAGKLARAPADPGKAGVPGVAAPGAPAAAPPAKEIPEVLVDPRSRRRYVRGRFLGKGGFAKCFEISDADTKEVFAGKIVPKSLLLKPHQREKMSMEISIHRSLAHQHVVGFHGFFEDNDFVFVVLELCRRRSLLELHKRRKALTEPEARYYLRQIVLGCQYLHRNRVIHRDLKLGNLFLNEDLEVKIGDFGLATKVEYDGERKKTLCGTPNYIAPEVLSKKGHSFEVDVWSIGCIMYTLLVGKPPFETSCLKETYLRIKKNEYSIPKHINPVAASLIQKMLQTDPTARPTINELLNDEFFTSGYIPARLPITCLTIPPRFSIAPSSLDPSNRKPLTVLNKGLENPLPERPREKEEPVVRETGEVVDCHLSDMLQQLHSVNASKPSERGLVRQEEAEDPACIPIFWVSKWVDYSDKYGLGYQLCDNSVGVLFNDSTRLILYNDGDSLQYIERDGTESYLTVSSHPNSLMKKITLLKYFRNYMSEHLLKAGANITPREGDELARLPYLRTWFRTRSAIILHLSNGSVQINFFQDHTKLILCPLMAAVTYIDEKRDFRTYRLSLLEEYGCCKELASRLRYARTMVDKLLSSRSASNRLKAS
Active calls of the source: *; [ ] = dose if it differs, or a comment. Unless noted, calls follow the shape of the dose curve; as a rule, active = well fitted curve in the direction sought with a large enough effect; inconclusive = small, poorly fitted or top-dose-only effect, or another doubt; inactive = no such curve, though single readings can be large; an effect the other way counts as inactive or inconclusive. Only part of the results is shown, so the mix of outcomes need not match the whole.

Start of the data: the first 2 records, ahead of the listing:
Screening O=C(CCc1ccccc1)NC(=S)NCc1ccco1 returned EPAC1 agonist 5%, EPAC2 agonist -1%, EPAC1 antag -10%, PI5P4Ka inh -4, IL2 activator -0.7, WRN helicase inh -13%, CCT modulator -1.4 and PLK1 PBD inh -15%.
For COc1ccc(Cl)cc1NC(=O)CCCN1C(=O)CCC1=O the results were EPAC1 agonist 9%, EPAC2 agonist 7%, EPAC1 antag -1%, IL2 activator 0.1, WRN helicase inh 2%, CCT modulator 0.4 and PLK1 PBD inh -16%.

Main list, previewed entries included:
Screening O=C(CCc1ccccc1)NC(=S)NCc1ccco1 returned EPAC1 agonist 5%, EPAC2 agonist -1%, EPAC1 antag -10%, PI5P4Ka inh -4, IL2 activator -0.7, WRN helicase inh -13%, CCT modulator -1.4 and PLK1 PBD inh -15%.
For COc1ccc(Cl)cc1NC(=O)CCCN1C(=O)CCC1=O the results were EPAC1 agonist 9%, EPAC2 agonist 7%, EPAC1 antag -1%, IL2 activator 0.1, WRN helicase inh 2%, CCT modulator 0.4 and PLK1 PBD inh -16%.
Screening O=C(Nc1ccc(-c2nnc(-c3ccccc3)o2)cc1)C(F)(F)F returned EPAC1 agonist -3%, EPAC2 agonist 1%, EPAC1 antag -24%, PI5P4Ka inh -3, IL2 activator -4.3, WRN helicase inh -2%, CCT modulator -3.0 and PLK1 PBD inh -19%.
O=C(O)c1ccccc1NS(=O)(=O)c1ccc(N/N=C/c2cccc(O)c2O)c([N+](=O)[O-])c1 was read as EPAC1 agonist -12%, EPAC2 agonist -6%, EPAC1 antag 25µM*, PI5P4Ka inh inconclusive, IL2 activator -0.5, WRN helicase inh 20µM*, CCT modulator -2.3 and PLK1 PBD inh inconclusive.
`C=C1[C@H](C)CN[C@H]1CCO` gave EPAC1 agonist 9%, EPAC2 agonist 3%, EPAC1 antag -7%, PI5P4Ka inh 1, IL2 activator -0.2, WRN helicase inh 1%, CCT modulator -0.8 and PLK1 PBD inh -15%.
`CSc1nc(N)nc(SCC(=O)Nc2ccc(Cl)cc2)c1C#N` gave EPAC1 agonist 18%, EPAC2 agonist 14%, EPAC1 antag -20%, IL2 activator -1.2, WRN helicase inh -12%, CCT modulator 0.6 and PLK1 PBD inh -11%.
COC(=O)C1=C(C)N(C2CCCCC2)C(=O)C1 was read as EPAC1 agonist 2%, EPAC2 agonist 5%, EPAC1 antag -3%, PI5P4Ka inh 0, IL2 activator 1.6, WRN helicase inh 1%, CCT modulator 0.5 and PLK1 PBD inh -7%.
Screening COc1cc(-c2nnc(COC(=O)CSc3cc(C)c4ccccc4n3)o2)cc(OC)c1OC returned EPAC1 agonist -6%, EPAC2 agonist -1%, EPAC1 antag 1%, IL2 activator 2.8, WRN helicase inh 5%, CCT modulator 0.7 and PLK1 PBD inh -3%.
`COCC(=O)n1nc(-c2ccccc2)nc1NCc1ccccc1` gave EPAC1 agonist 1%, EPAC2 agonist -3%, EPAC1 antag 15%, PI5P4Ka inh 2, IL2 activator -1.0, WRN helicase inh 1%, CCT modulator -1.0 and PLK1 PBD inh -5%.
Cc1nnc(NCC=Cc2ccccc2)s1 was read as EPAC1 agonist -4%, EPAC2 agonist 0%, EPAC1 antag 2%, PI5P4Ka inh -3, IL2 activator 0.0, WRN helicase inh 1%, CCT modulator -0.3 and PLK1 PBD inh 2%.
Cc1cc(S(=O)(=O)NCC(C)C)ccc1OCC(=O)NCC1CCCO1 (stereo unspecified) was read as EPAC1 agonist 0%, EPAC2 agonist -3%, EPAC1 antag -6%, PI5P4Ka inh 8, IL2 activator 0.4, WRN helicase inh 3%, CCT modulator 1.6 and PLK1 PBD inh 0%.
Screening c1ccc(-c2ccccc2OCCN2CCCCC2)cc1 returned EPAC1 agonist 3%, EPAC2 agonist 2%, EPAC1 antag 12%, PI5P4Ka inh 4, IL2 activator -4.7, WRN helicase inh -16%, CCT modulator -12 and PLK1 PBD inh -1%.
`COc1ccc(/C=N/NC(=O)C(=O)N2CCCC2)cc1OC` gave EPAC1 agonist -1%, EPAC2 agonist -3%, EPAC1 antag 12%, PI5P4Ka inh 2, IL2 activator 0.2, WRN helicase inh -12%[57.1 µM], CCT modulator -1.3 and PLK1 PBD inh 6%.
`C=CCNS(=O)(=O)c1ccc(N2C(=O)c3ccccc3C2=O)cc1` gave EPAC1 agonist -4%, EPAC2 agonist -2%, EPAC1 antag 1%, PI5P4Ka inh 1, IL2 activator -0.6, WRN helicase inh 3%, CCT modulator -4.6 and PLK1 PBD inh -7%.
Screening O=c1[nH][nH]c(C(F)(F)F)c1C=Nc1ccc(Cl)cc1 returned EPAC1 agonist -3%, EPAC2 agonist 2%, EPAC1 antag 8%, IL2 activator -2.1, WRN helicase inh -8%, CCT modulator -0.5 and PLK1 PBD inh -11%.
Screening CC1=NN(C(N)=S)C(=O)C1N=Nc1ccccc1C (stereo unspecified) returned EPAC1 agonist -4%, EPAC2 agonist -6%, EPAC1 antag 4%, PI5P4Ka inh 4, IL2 activator 1.5, WRN helicase inh -15%, CCT modulator 1.8 and PLK1 PBD inh -18%.
Cc1ccc(Cl)cc1NC(=O)CN1CCN(S(=O)(=O)N2CCC(C)CC2)CC1 was read as EPAC1 agonist 5%, EPAC2 agonist -13%, EPAC1 antag 7%, PI5P4Ka inh 9, IL2 activator -3.7, WRN helicase inh -2%, CCT modulator -0.9 and PLK1 PBD inh 4%.
For CCCc1cc(=O)n2[nH]c(NCc3ccc(OC)c(OC)c3)nc2n1 the results were EPAC1 agonist 6%, EPAC2 agonist 8%, EPAC1 antag -9%, PI5P4Ka inh 0, IL2 activator -0.7, WRN helicase inh 2%, CCT modulator 0.4 and PLK1 PBD inh -3%.
Screening O=C(N/N=C/c1cc([N+](=O)[O-])ccc1O)c1ccncc1 returned EPAC1 agonist -6%, EPAC2 agonist 2%, EPAC1 antag -4%, PI5P4Ka inh -12, IL2 activator -0.1, WRN helicase inh -7%, CCT modulator 0.5 and PLK1 PBD inh -2%.
C/C(=N\Nc1ccc([N+](=O)[O-])cc1)c1cccc(N)c1 was read as EPAC1 agonist 4%, EPAC2 agonist 18%, EPAC1 antag -11%, PI5P4Ka inh 11, IL2 activator -2.1, WRN helicase inh -11%, CCT modulator -2.2 and PLK1 PBD inh -3%.
COc1cccc(NC(=S)NC(=O)Cc2ccc(Cl)cc2)c1 was read as EPAC1 agonist 7%, EPAC2 agonist 20%, EPAC1 antag -11%, PI5P4Ka inh 7, IL2 activator -2.3, WRN helicase inh 0%, CCT modulator -0.5 and PLK1 PBD inh -15%.
OC1(c2ccccc2)C/C(=N\n2cnnc2)C=C1c1ccccc1 (stereo unspecified) was read as EPAC1 agonist 3%, EPAC2 agonist 3%, EPAC1 antag 4%, IL2 activator -1.1, WRN helicase inh 0%, CCT modulator -2.0 and PLK1 PBD inh -5%.
`CCOC(=O)C1=C(C)N=c2s/c(=C\c3ccc(OC(C)=O)cc3)c(=O)n2C1/C=C/c1ccccc1` (stereo unspecified) gave EPAC1 agonist 4%, EPAC2 agonist -7%, EPAC1 antag 3%, PI5P4Ka inh -5, IL2 activator -1.6, WRN helicase inh -6%, CCT modulator -1.6 and PLK1 PBD inh 6%.
Screening Cc1nn(-c2ccccc2)c(C)c1NC(=O)COC(=O)CCc1ccccc1 returned EPAC1 agonist 8%, EPAC2 agonist 13%, EPAC1 antag 19%, PI5P4Ka inh 1, IL2 activator -3.6, WRN helicase inh 0%, CCT modulator -2.2 and PLK1 PBD inh -9%.
Screening Oc1ccc(Oc2ncc(Cl)cc2Cl)cc1 returned EPAC1 agonist -1%, EPAC2 agonist 0%, EPAC1 antag -9%, PI5P4Ka inh -1, IL2 activator -0.5, WRN helicase inh -9%, CCT modulator -4.6 and PLK1 PBD inh -6%.
For CC(=O)Nc1ccc(NC(=O)/C=C/c2ccc(Cl)cc2)cc1 the results were EPAC1 agonist 1%, EPAC2 agonist 2%, EPAC1 antag -4%, PI5P4Ka inh -8, IL2 activator -0.3, WRN helicase inh 3%, CCT modulator -2.5 and PLK1 PBD inh -2%.
Screening CCCc1cc(=O)[nH]c(SCC(=O)c2[nH]c(C)c(C(=O)OCC)c2C)n1 returned EPAC1 agonist 3%, EPAC2 agonist -13%, EPAC1 antag -5%, PI5P4Ka inh 4, IL2 activator -3.2, WRN helicase inh -21%, CCT modulator -6.5 and PLK1 PBD inh -20%.
CCCCn1nnnc1C(c1cc2ccccc2o1)N(C)Cc1ccccc1 (stereo unspecified) was read as EPAC1 agonist 2%, EPAC2 agonist 11%, EPAC1 antag -1%, PI5P4Ka inh 15, IL2 activator -0.7, WRN helicase inh -4%, CCT modulator -2.4 and PLK1 PBD inh 2%.
COc1cc(NC(=O)CN2C(=O)NC(C)(CCC(C)C)C2=O)cc(OC)c1 (stereo unspecified) was read as EPAC1 agonist 2%, EPAC2 agonist -1%, EPAC1 antag -2%, PI5P4Ka inh -4, IL2 activator -2.7, WRN helicase inh -4%, CCT modulator -2.0 and PLK1 PBD inh -13%.
Screening Nc1nnc(CC(c2ccccc2)c2ccccc2)s1 returned EPAC1 agonist 4%, EPAC2 agonist 2%, EPAC1 antag -19%, IL2 activator 0.4, WRN helicase inh 1%, CCT modulator -1.2 and PLK1 PBD inh -4%.
`COC(=O)N1CCCCC1c1cc(C(=O)NCc2ccccc2)no1` (stereo unspecified) gave EPAC1 agonist -8%, EPAC2 agonist 1%, EPAC1 antag -9%, PI5P4Ka inh 3, IL2 activator 0.0, WRN helicase inh -5%, CCT modulator -0.5 and PLK1 PBD inh 3%.
`O=C(NCc1nc(-c2ccccc2)cs1)c1ccccc1` gave EPAC1 agonist 13%, EPAC2 agonist 21%, EPAC1 antag 15%, PI5P4Ka inh 3, IL2 activator 1.4, WRN helicase inh 0%, CCT modulator -2.1 and PLK1 PBD inh -7%.
Screening CCn1c(SCC(=O)NC)nnc1C(C)C returned EPAC1 agonist -13%, EPAC2 agonist 3%, EPAC1 antag 19%, PI5P4Ka inh 3, IL2 activator 1.9, WRN helicase inh 1%, CCT modulator -0.9 and PLK1 PBD inh -6%.
`COc1cccc(C2=NOC(C(=O)N3CCOCC3)C2)c1` (stereo unspecified) gave EPAC1 agonist 3%, EPAC2 agonist 5%, EPAC1 antag 1%, IL2 activator 0.5, WRN helicase inh -5%, CCT modulator -1.0 and PLK1 PBD inh -3%.
`O=C(CCNC(=O)c1ccccc1Cl)NCc1ccco1` gave EPAC1 agonist 1%, EPAC2 agonist 4%, EPAC1 antag 9%, PI5P4Ka inh -16, IL2 activator 0.8, WRN helicase inh -8%, CCT modulator 0.2 and PLK1 PBD inh -6%.

Source: PubChem BioAssay
